Screening data: PubChem, Sanford-Burnham Center for Chemical Genomics
HKDC1 inhibitor = blocks human hexokinase HKDC1 activity; Q2TB90; recombinant HKDC1, G6PDH/diaphorase resazurin coupled fluorescence; inhibition, % at 20 µM; 340,000 compounds, 0.16% hits;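 active = inhibition above about 35% when tested at 20 µM, limit read from the data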;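 note: plate controls were DMSO wells with enzyme for no effect and DMSO wells lacking enzyme for full effect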
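Assay system: recombinant HKDC1 hexokinase; detection: coupled resazurin fluorescence, excitation 525 nm, emission 613 nm; benchmarks: DMSO-plus-enzyme-mix negative control, buffer-substituted positive control; compound dosing: single 20 µM dose; schedule: 90 min at room temperature in dark; also added: glucose plus 1 mM ATP as hexokinase substrates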
PfG6PD inh = PfG6PD (Plasmodium falciparum) enzyme inhibition; PfGluPho enzyme, NADPH resazurin-diaphorase fluorescence; 350,000 compounds, 0.78% hits; inhibition, % at 20 µM; AID 504690;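 active = inhibition reaching at least a set limit at 20 µM in the primary screen, cut at about 59% in these data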;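 note: 0% = DMSO wells with substrate and 100% = DMSO wells lacking glucose-6-phosphate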
SENP8 block = blocks human SENP8 cleavage of Nedd8 substrate; recombinant SENP8, Nedd8 substrate fluorescence; inhibition, % at 20 µM; 360,000 compounds, 0.64% hits; AID 602440; in the data active = inhibition mostly above about 40%, no sharp cut-off; inactive = mostly below about 27%
Target sequence (Q96LD8 whole entry, looked up): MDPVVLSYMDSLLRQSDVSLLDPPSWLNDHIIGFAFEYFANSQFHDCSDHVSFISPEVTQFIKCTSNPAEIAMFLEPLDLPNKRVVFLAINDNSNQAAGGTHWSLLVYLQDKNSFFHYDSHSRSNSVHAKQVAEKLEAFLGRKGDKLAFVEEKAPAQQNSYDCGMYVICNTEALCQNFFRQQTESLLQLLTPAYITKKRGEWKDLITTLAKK
GRIN3A LBD mod = modulates the human NR3A ligand-binding domain. NR3A LBD differential scanning fluorimetry, Tm shift; 0% = protein alone, 100% = glycine-bound protein. Tm shift relative to glycine control, % at 25 µM. 340,000 compounds, 2.5% hits. AID 1259313;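 active = melting temperature shift of at least 10% of the positive control shift, at one fixed dose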
ATG4B inhibitor = inhibitors of human ATG4B cysteine protease | Q9Y4P1 | ATG4B cleavage of LC3-PLA2, NBD-HPC fluorescence, 1 h | inhibition, % at 8.33 µM | 340,000 compounds, 0.51% hits; in the data active = inhibition above about 40%
MPTP block = blocks calcium-induced mitochondrial swelling; isolated mouse mitochondria, Ca2+ swelling absorbance, 30 min; inhibition, % at 10 µM; 360,000 compounds, 1.4% hits;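 active = inhibition of 50% or more, scaled per plate between neutral and stimulator controls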;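 note: 0% = DMSO wells given calcium and 100% = 1 mM EGTA wells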
SENP6 block = SENP6 protease inhibition | Q9GZR1 | Recombinant SENP6 catalytic domain, aminoluciferin luminescence | inhibition, % at 10 µM | 330,000 compounds, 1.8% hits | AID 2599;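 active = inhibition above about 50% at the single tested dose, limit read from the data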;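 note: plate controls were DMSO wells with enzyme for no effect and DMSO wells lacking enzyme for full effect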
Target sequence (Q9GZR1 628-1112 limits assumed): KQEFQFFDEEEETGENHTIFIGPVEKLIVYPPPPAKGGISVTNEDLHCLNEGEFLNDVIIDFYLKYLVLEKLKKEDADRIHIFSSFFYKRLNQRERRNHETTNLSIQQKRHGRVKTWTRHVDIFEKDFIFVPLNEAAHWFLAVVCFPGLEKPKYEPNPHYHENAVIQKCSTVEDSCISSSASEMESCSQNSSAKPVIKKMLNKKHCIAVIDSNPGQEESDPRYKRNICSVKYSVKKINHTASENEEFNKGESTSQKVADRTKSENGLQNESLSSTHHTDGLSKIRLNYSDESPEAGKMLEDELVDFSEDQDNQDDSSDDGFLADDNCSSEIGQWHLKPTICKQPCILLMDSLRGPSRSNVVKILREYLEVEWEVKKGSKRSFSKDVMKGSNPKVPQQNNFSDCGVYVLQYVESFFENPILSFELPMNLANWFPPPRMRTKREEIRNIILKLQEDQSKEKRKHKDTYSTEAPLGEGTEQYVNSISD
SENP7 block = inhibitors of human SENP7 protease; Q9BQF6; 330,000 compounds, 1.5% hits; recombinant SENP7, Z-RLRGG-aminoluciferin luminescence, 40 min; inhibition, % at 5 µM; AID 434973;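 active = inhibition above about 50% at the single test dose, limit read from the data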;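 note: plate controls were DMSO with enzyme for no effect and no enzyme buffer wells for full effect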
Target sequence (Q9BQF6 706-1050 limits assumed): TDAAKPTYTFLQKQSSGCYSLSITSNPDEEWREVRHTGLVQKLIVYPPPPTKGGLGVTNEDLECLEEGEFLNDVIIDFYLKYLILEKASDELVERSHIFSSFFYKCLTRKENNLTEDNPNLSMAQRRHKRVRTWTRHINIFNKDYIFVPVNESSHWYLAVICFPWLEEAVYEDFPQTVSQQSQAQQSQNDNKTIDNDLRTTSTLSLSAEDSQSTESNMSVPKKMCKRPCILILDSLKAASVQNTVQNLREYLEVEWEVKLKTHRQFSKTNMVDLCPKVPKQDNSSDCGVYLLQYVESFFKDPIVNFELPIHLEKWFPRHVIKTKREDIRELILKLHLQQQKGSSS
Numbers without * were called inactive; i = inactive; . = no result given.

SMILES	HKDC1 inhibitor	PfG6PD inh	SENP8 block	GRIN3A LBD mod	ATG4B inhibitor	MPTP block	SENP6 block	SENP7 block
COCCn1c(SCC(=O)Nc2cc(OC)ccc2OC)nc2c(c1=O)SC(C)C2 (configuration not stated)	1	-6	29	0	-9	1.2	9	7
CC(C)C[C@H](NC(=O)c1nc[nH]c1C(=O)N[C@@H](CC(C)C)C(=O)OC(C)(C)C)C(=O)OCc1ccccc1	4	23	.	-31	-6	.	-4	-4
CCC1=C(OC(=O)N(CC)CC)N2C(=O)OC(=NCCc3c[nH]c4ccccc34)[C@]2(Cc2ccccc2)[C@H]2C1=CC[C@H]1C(=O)N(c3ccccc3)C(=O)[C@H]12	-3	6	3	-3	6	0.5	-11	0
C(=C\c1ccccc1)/CN1CCN(Cc2ccc3c(c2)OCO3)CC1	-4	-6	14	0	-4	-1.2	0	5
Cc1ccccc1-c1nc(CN2CCC(C(=O)NCC3CCCO3)CC2)c(C)o1 (configuration not stated)	-1	-6	2	0	-4	-0.2	13	6
C[C@@H]1COC(=O)[C@@H](CC(=O)OC(C)(C)C)C/C=C\C[C@@H](CC(=O)NCCO)C(=O)N1	-8	13	0	2	-5	-2.2	-33	-2
CC(C)c1ccc(NC(=O)C2C3C=CC4(CN(CCCN5CCOCC5)C(=O)C24)O3)cc1 (configuration not stated)	8	-12	19	-2	10	-0.3	1	0
O=C(NCCN1CCOCC1)C1CC(=O)N(c2ccc(Cl)cc2)C1 (configuration not stated)	-2	-3	5	-2	-2	0.2	-10	9
CSc1cccc(NC(=S)N2CCC(N(C)C3CCCCC3C)CC2)c1 (configuration not stated)	-6	10	22	0	6	-0.9	6	4
COc1c(N2CCN[C@H](C)C2)c(F)cc2c(=O)c(C(=O)O)cn(C3CC3)c12	-7	0	.	-1	2	.	4	-2
Cc1ccc(S(=O)(=O)N2CCCC2CNC(=O)C(=O)NC2CCCC2)cc1 (configuration not stated)	5	10	13	1	-2	-0.6	-16	-2
COc1ccc(NC(=O)C(C)SCc2ccccc2)cc1 (configuration not stated)	-4	-4	4	0	-9	-1.9	-6	4
CSc1nc(N(C)NC(=O)c2cccc(C)c2)c2ccccc2n1	-4	-1	20	3	-6	-2.3	7	0
Cn1ncc(Br)c1NC(=O)Nc1ccc(Cl)cc1	-7	-8	15	-5	4	1.3	-1	6
CCN(CC)c1ccc(CN2CCCCCC2)cc1	0	0	23	-1	-2	1.2	-3	1
CCOC(=O)N1CCN(C(=O)C2CCC(CNS(=O)(=O)c3ccc(Cl)cc3)CC2)CC1 (configuration not stated)	-6	2	18	0	-4	-4.0	-5	-3
CCCCNC(=O)CN1C(=O)NC(CCc2ccccc2)C1=O (configuration not stated)	-2	-4	-3	-1	-5	0.6	-20	-5
CCOC(=O)CSc1nc2c(c(=O)[nH]c(=O)n2C)n1C/C=C(/C)Cl	-3	49	2	3	-5	-2.4	-1	11
COc1ccc(N2C(=O)[C@@H]3[C@H](C2=O)[C@H]2C=CC=NN2[C@@H]3C(=O)Nc2ccc(Cl)cc2)cc1	-2	7	1	5	-15	2.0	7	-2
CC(C)c1c(C(=O)N/N=C/c2ccsc2)nnn1-c1nonc1N	1	-1	1	6	-11	2.0	-1	4
CN(CC(=O)Nc1ccc(Cl)cc1)C(=O)c1cccc(S(=O)(=O)N(C)C)c1	-10	6	0	2	11	1.9	4	-3
COCCNS(=O)(=O)c1cc(F)ccc1OC	-2	3	6	1	-1	-0.1	-15	6
CC(=O)C1=C(O)C(=O)N(c2ccc(F)cc2)C1c1ccc(C)cc1 (configuration not stated)	-4	13	-58	-1	5	0.0	8	-6
N#Cc1c(NC(=O)C(=O)NCCCN2CCOCC2)sc2c1CCCC2	-6	4	7	1	0	-1.0	-9	-2
COc1ccc(OC)c(Nc2nc(-c3cccc([N+](=O)[O-])c3)nc3ccccc23)c1	-1	-1	15	-5	0	2.0	-9	-3
O=C(c1cnc2n(c1=O)CCS2)N1CCN(c2ccc(Cl)c(Cl)c2)CC1	1	7	33	5	2	2.1	-5	2
COC(=O)c1c(-c2cc(OC)cc(OC)c2)sc2ccc(OC)cc12	1	7	-53	10	-3	0.1	-26	-13
O=C1CN(C(=O)COc2ccc(F)cc2Br)c2ccccc2N1	0	9	2	-1	-8	1.1	-14	0
CC1=CC2=NC(=O)/C(=C/c3cccn3Cc3ccccc3)C(=N)N2O1	-2	-9	7	-3	-2	4.3	-4	0
CN(C)C(=S)Nc1cccc(C(F)(F)F)c1	-8	3	14	-1	1	6.2	-7	-1
COC(=O)CC1COc2ccccc2N1C(=O)c1ccc(OC)cc1 (configuration not stated)	-2	2	8	-2	0	0.8	2	8
COc1cc(CNn2c(C)n[nH]c2=S)cc(Cl)c1OCc1ccc(F)cc1	10	46	8	0	5	2.0	-5	-14
Cn1c2ccccc2c(=O)c2c(=O)n(C3CCCCC3)c(-c3ccco3)nc21	-28	-36	-31	-2	-1	4.8	-14	-1
O=C(Cc1ccc([N+](=O)[O-])cc1)N/N=C/c1cccnc1	-4	-17	5	1	0	2.5	-4	-1
COc1ccc(C2(c3ccc(OC)cc3)NC(=O)N(Cn3nnc4ccccc4c3=O)C2=O)cc1	14	8	14	-3	-21	2.8	4	4
CC(C)(C)c1cc(NC(=O)NN2CCOCC2)nn1-c1c(Cl)cc(Cl)cc1Cl	-2	9	21	-1	-3	-1.3	-18	3
COC(=O)Cc1n[nH]c(=S)[nH]c1=O	2	-3	0	7	-8	-1.6	15	-1
COc1cc(/C=C/C(=O)c2ccc(Cl)s2)cc(OC)c1O	9	30	-54	-3	-4	3.4	-1	-10
CCc1ccc2oc(C(=O)NCc3ccncc3)c(C)c2c1	4	9	17	1	0	69*	-1	-2
CCc1ccc(OCc2cccc(C(=O)N/N=C\c3cnn(C)c3C)c2)cc1	-3	-12	-8	4	4	-1.2	-8	-3
COc1ccc(CN(C)C(=O)/C=C/c2ccc(S(=O)(=O)N3CCCCCC3)cc2)cc1	6	14	20	0	-14	0.8	-8	-16
COC(=O)c1cc(=O)cc(C(=O)OC)o1	4	-10	22	-2	-7	-0.9	2	8
COc1cccc(NC(=O)CN(C)C(=O)c2oc3c(ccc4ccccc43)c2C)c1	5	21	-27	17*	-35	2.1	8	-8
Cc1ccc(NC(=O)Nc2ccc(Cl)c(Cl)c2)nc1	0	-16	6	12*	4	-0.8	-1	-4
COC(=O)c1ccccc1C(=O)N1CCC(CCC(=O)NC2CC2)CC1	-2	7	16	2	-6	-1.2	1	-1
COc1cc(CCCN2C(=O)C(=O)NC[C@@H]2C(C)O)cc(OC)c1OC (some centres not stated)	-3	18	10	-4	3	-0.4	-9	3
CC1CCN(C(=O)C2CCN(S(=O)(=O)c3cccc4nonc34)CC2)CC1	-7	2	14	-2	3	-0.9	-9	12
CCOc1ccc(CN(C)C(=O)CCc2ccc(S(=O)(=O)N3CCCCCC3)cc2)cc1	0	3	26	-1	1	0.2	0	-10

An excerpt of these results, with each value named:
> N#Cc1c(NC(=O)C(=O)NCCCN2CCOCC2)sc2c1CCCC2
  HKDC1 inhibitor: -6; PfG6PD inh: 4; SENP8 block: 7; GRIN3A LBD mod: 1; ATG4B inhibitor: 0; MPTP block: -1.0; SENP6 block: -9; SENP7 block: -2
> CCc1ccc(OCc2cccc(C(=O)N/N=C\c3cnn(C)c3C)c2)cc1
  HKDC1 inhibitor: -3; PfG6PD inh: -12; SENP8 block: -8; GRIN3A LBD mod: 4; ATG4B inhibitor: 4; MPTP block: -1.2; SENP6 block: -8; SENP7 block: -3

Remaining list, next part:
SMILES	HKDC1 inhibitor	PfG6PD inh	SENP8 block	GRIN3A LBD mod	ATG4B inhibitor	MPTP block	SENP6 block	SENP7 block
COc1cccc(C(C)NC(=O)c2ccncc2)c1 (configuration not stated)	1	-12	2	-2	6	4.3	-10	0
O=C(COC(=O)CCc1c[nH]c2ccccc12)NCc1ccccc1	-6	-1	13	12*	-10	-1.5	-2	0
CCOc1c(Br)cc(C2CC(=O)Nc3cc(OC)c(OC)cc32)cc1OC (configuration not stated)	2	-7	3	2	1	0.6	-3	2
CCOC(=O)c1sc(NC(=O)c2ccc(OC(C)=O)cc2)nc1C	2	-16	-53	2	1	5.0	98*	99*
O=C(Nc1ccc2nc3n(c(=O)c2c1)CCCC3)c1ccccc1[N+](=O)[O-]	-8	11	19	4	14	-0.6	8	2
Cc1ccc([N+](=O)[O-])cc1N=C1C(=O)Nc2ccccc21	7	-13	15	1	1	-0.9	18	-7
Cc1ccc(CN2C(=O)C3CCCN3c3ncccc32)cc1 (configuration not stated)	4	-5	-40	0	6	0.3	1	-1
CN1C(=O)SC(Nc2ccccc2)C1=O (configuration not stated)	-22	-31	15	2	-1	-0.4	-8	-6
O=C(OCCCOC(=O)c1cc[n+]([O-])cc1)c1cc[n+]([O-])cc1	0	-14	8	5	5	0.1	-5	0
Cc1cc(N2CCOCC2)nc2cc(O)ccc12	5	-16	-389	2	3	-2.0	-9	13
CCOC(=O)c1cnc2ccc(OC)cc2c1NCc1ccccc1	-1	26	-292	4	-11	2.0	2	2
COc1ccc(NC(=O)c2cc3ccccc3o/c2=N\NS(=O)(=O)c2ccc(C)cc2)cc1	-3	-18	-5	-2	3	0.7	12	-2
N#C/C(=C\c1ccc(/C=C(/C#N)c2nn(CCO)c(N)c2C#N)cc1)c1nn(CCO)c(N)c1C#N	-5	-5	-93	-3	-1	0.6	-11	-1
COc1ccc(C(=O)OCC(=O)NC2CC2)cc1S(=O)(=O)N1CCOCC1	-8	4	14	-1	-1	0.7	3	4
O=c1c2[nH]c3ccccc3c2ncn1Cc1cccnc1	-2	-7	-22	-2	2	-1.1	-7	-10
CCOC(=O)c1c(S(=O)(=O)NCC(=O)Nc2cccc(C)c2)c(C)n(C)c1C	5	-11	9	3	4	1.7	1	3
COc1ccc2sc(-c3ccc(SC)cc3)c(C#CCO)c2c1	9	11	i	-5	2	1.3	2	-9
COc1cc(NC(=O)Nc2ccc3c(c2)OCO3)cc(OC)c1OC	-4	7	9	26*	-6	2.6	0	5
Cc1ccc(C2NC(=O)c3ccccc3O2)cc1 (configuration not stated)	-4	10	-71	-2	6	1.2	-19	-8
CCOC(=O)CC1C(=O)NCCN1C(=O)c1c(Cl)cccc1Cl (configuration not stated)	-1	3	18	-1	1	1.3	-23	1
CN1CCc2c(sc3nc(SCC(=O)N4CCCCC4)n(-c4ccccc4)c(=O)c23)C1	7	16	i	-1	-2	-0.4	-6	12
CC1=C(CC(=O)O)c2cc(F)ccc2/C1=C\c1ccc(S(C)=O)cc1 (configuration not stated)	1	-7	17	-1	1	0.2	-5	1
Cc1ccc(C)c(-c2nnc(NC(=O)C3=COCCO3)o2)c1	-3	0	-12	-1	-1	-2.5	-5	-3
O=C(CCc1ccccc1)NC(NC(=S)Nc1ccc(Br)cc1)C(Cl)(Cl)Cl (configuration not stated)	-8	-15	6	14*	-4	81*	3	-4
CCOc1ccc(CC(=O)NC2CCN(Cc3ccccc3)CC2)cc1	-5	8	5	-1	-5	0.1	3	7
NC(=O)CSc1nc2ccccc2c(=O)n1Cc1ccco1	-1	-11	7	1	13	-1.1	-15	5
CC(C)(C)C(=O)C1=C(O)C(=O)N(c2ccccc2)C1c1ccccc1 (configuration not stated)	5	14	-17	-1	5	0.4	1	-3

With a hit mark in GRIN3A LBD mod, among the entries above:
SMILES	HKDC1 inhibitor	PfG6PD inh	SENP8 block	GRIN3A LBD mod	ATG4B inhibitor	MPTP block	SENP6 block	SENP7 block
COc1cccc(NC(=O)CN(C)C(=O)c2oc3c(ccc4ccccc43)c2C)c1	5	21	-27	17*	-35	2.1	8	-8
Cc1ccc(NC(=O)Nc2ccc(Cl)c(Cl)c2)nc1	0	-16	6	12*	4	-0.8	-1	-4
O=C(COC(=O)CCc1c[nH]c2ccccc12)NCc1ccccc1	-6	-1	13	12*	-10	-1.5	-2	0
COc1cc(NC(=O)Nc2ccc3c(c2)OCO3)cc(OC)c1OC	-4	7	9	26*	-6	2.6	0	5
O=C(CCc1ccccc1)NC(NC(=S)Nc1ccc(Br)cc1)C(Cl)(Cl)Cl (configuration not stated)	-8	-15	6	14*	-4	81*	3	-4
